High-throughput results from PubChem.
HUVEC inhibit – inhibitors of HUVEC proliferation, primary screen, cell-based, 384-well; 86,000 compounds, 1.1% hits; viability, % at 10 µM (by protocol); CellTiter-Glo luminescence, 72 h; active compounds read low;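 active means viability at or below 30%; inactive means viability above 30%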;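 further: 100% = median luminescence of DMSO-only cell control wells on each plate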
Lung fibro prol – antiproliferative effect on LL 47 fibroblasts – human, LL 47 cells, CellTiter-Glo luminescence, primary screen. LL 47 human lung fibroblast viability, ATP luminescence; active compounds read low. viability, % at 10 µM. 85,000 compounds, 1.1% hits;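 active means viability at or below 50% in the single dose screen; inactive means viability above 50%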;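 further: compound exposure lasted 72 h before the ATP readout; 100% = median luminescence of untreated cell-only wells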
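Test system: LL 47 human lung fibroblasts / Incubation: 72 h compound exposure at 37 °C after overnight plating / Technique: luminescent ATP detection, CellTiter-Glo / Compound dosing: 0.1% DMSO in all compound wells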
DAT uptake mod – changed hDAT dopamine uptake under cocaine IC80, either direction, primary screen, cocaine antagonist project, cell-based, LLC-PK1 hDAT, [14C]-dopamine uptake, MLSMR; Sodium-dependent dopamine transporter (Homo sapiens), Q01959; B-score at 10 µM; 110,000 compounds, 1.3% hits; LLC-PK1 hDAT cells, [14C]-dopamine uptake with cocaine IC80; actives deviate in either direction;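 active means Z score or B-score, a plate-position-corrected score, falls beyond the plate's 99.7% confidence bounds, in either direction; inactive means both scores lie inside the 99.7% bounds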;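 further: scored against the spread of the other compound wells on the same plate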
Target sequence (Q01959 whole entry, looked up): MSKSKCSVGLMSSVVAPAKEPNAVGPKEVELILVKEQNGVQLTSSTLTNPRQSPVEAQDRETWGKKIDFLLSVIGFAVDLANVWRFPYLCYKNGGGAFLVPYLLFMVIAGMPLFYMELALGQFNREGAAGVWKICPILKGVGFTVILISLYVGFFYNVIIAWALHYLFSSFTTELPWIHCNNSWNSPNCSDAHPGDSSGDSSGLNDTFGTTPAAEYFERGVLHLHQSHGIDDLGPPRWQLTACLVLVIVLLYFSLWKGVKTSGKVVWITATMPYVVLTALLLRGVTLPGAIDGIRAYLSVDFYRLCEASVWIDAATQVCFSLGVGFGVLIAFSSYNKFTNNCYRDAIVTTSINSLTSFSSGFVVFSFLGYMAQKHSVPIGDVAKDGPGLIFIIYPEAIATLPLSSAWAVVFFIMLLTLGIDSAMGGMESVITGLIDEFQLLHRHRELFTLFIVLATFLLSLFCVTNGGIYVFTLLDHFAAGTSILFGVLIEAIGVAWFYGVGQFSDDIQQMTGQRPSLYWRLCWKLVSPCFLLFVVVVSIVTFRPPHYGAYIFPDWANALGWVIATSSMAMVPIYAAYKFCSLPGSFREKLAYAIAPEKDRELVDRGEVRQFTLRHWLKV
PostGolgi ctrl – growth inhibition of yeast control strain, primary screen, counter-screen for post-Golgi transport modulator project; efflux-deficient yeast background strain, growth absorbance A615, 16 h; inhibition, % at 10 µM; 98,000 compounds, 5% hits; AID 738, 2007
S1P2 antag – human S1P2 receptor antagonists, primary screen, cell-based; Sphingosine 1-phosphate receptor 2 (Homo sapiens), O95136; cell-based S1P2 antagonist assay, inhibition at 5 uM; inhibition, % at 5 µM; 97,000 compounds, 0.21% hits; AID 736, 2007; in the data active means inhibition above about 45%;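 further: CRE beta-lactamase reporter cells expressing human S1P2 stimulated with S1P; 0% = agonist at EC80 alone and 100% = agonist plus reference antagonist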
Target sequence (O95136 whole entry, looked up): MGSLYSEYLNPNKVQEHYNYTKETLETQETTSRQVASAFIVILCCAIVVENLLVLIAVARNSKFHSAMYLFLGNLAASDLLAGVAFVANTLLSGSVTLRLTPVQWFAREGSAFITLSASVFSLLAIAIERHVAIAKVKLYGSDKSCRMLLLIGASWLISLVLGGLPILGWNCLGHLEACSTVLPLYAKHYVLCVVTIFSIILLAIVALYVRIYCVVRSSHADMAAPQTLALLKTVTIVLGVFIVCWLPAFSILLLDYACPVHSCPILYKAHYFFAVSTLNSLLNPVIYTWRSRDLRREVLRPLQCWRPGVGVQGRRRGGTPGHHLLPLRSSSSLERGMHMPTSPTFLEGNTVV
PostGolgi yeast – phenotypic screen on post-Golgi transport, primary screen; post-Golgi transport phenotypic cell assay; inhibition, % at 10 µM; 98,000 compounds, 0.9% hits;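 further: yeast cells grown in 1536-well plates; yeast grown about 18 h at 30C before absorbance read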
Ecoli WT expand – growth inhibitors of wild-type E. coli, primary screen, strain BW25113, expanded library, OD600 | growth inhibition, % at 100 µM | OD600 absorbance | AID 710, 2007 | 98,000 compounds, 0.15% hits;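 active means growth inhibition above about 50% at one test dose, limit read from the data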;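 further: growth measured after 20 h incubation at 37 °C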
H69AR growth 86K – proliferation blockers of H69AR lung cancer cells, primary screen, cell-based, human, 86K library; H69AR lung tumor viability, ATP luminescence, 72 h; active compounds read low; viability, % at 10 µM; 85,000 compounds, 6% hits; AID 598, 2007;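 active means viability at or below 40%; inactive means viability above 40%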;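 further: multidrug resistant small cell line overexpressing MRP-1 efflux transporter; 100% = mean luminescence of untreated control wells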
S1P2 agonist – S1P2 receptor agonists, primary screen, cell-based; Sphingosine 1-phosphate receptor 2 (Homo sapiens), O95136; S1P2-expressing cell line, agonist reporter read-out; activation, % at 4.5 µM; 97,000 compounds, 0.46% hits; AID 729, 2007; in the data active means activation above about 16%;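 further: 0% = vehicle low control and 100% = maximal reference agonist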
Starred values were filed as active, the others as inactive; nt = no result given. Unless noted, no stated cut-off is given here; in the data, active means inhibition above about 30%; inactive means the rest. Hits appear at their usual frequency; overall some 11% were active at least once.

SMILES	HUVEC inhibit	Lung fibro prol	DAT uptake mod	PostGolgi ctrl	S1P2 antag	PostGolgi yeast	Ecoli WT expand	H69AR growth 86K	S1P2 agonist
CN(C(=O)COC(=O)c1ccc2c(c1)OCO2)C1CCS(=O)(=O)C1 (configuration not stated)	100.0	88.1	-0.626	6.0	21.5	5.8	5.0	98.3	-5.0
CCn1c(SCC(=O)N2CCCC2)nnc1-c1ccc(S(=O)(=O)N2CCCCCC2)cc1	87.0	97.7	0.192	-0.9	10.5	-3.3	7.0	91.3	-5.3
CCCCN(CC)C(=O)Cn1ncc2c1-c1cc(C)ccc1OC2	89.8	89.9	-0.317	9.3	11.3	0.3	3.0	79.4	-6.2
Cc1cc(C)n(-c2ccc(Cl)c(C(=O)Nc3ccc(-c4nnc5n4CCCCC5)cc3)n2)n1	89.3	nt	-1.19	-7.2	nt	-5.9	-5.0	56.6	nt
Cc1cc(=O)n2[nH]c(-c3ccc(F)cc3)nc2n1	104.7	98.8	-0.938	-7.9	17.8	-3.1	-8.0	82.9	-5.0
Cc1ccc2cc3cc(C(=O)NCc4ccco4)oc3nc2c1	76.0	nt	0.305	-0.3	18.4	-2.5	0.0	91.8	-3.0
Cc1ccc(C(=O)NCCn2cc(SCC(=O)N3CCOCC3)c3ccccc32)cc1	96.7	94.1	0.682	-1.9	-11.1	6.2	-6.0	79.7	-1.8
CCOc1ccccc1C1CC(c2ccc(F)cc2)Nc2nc(N)nn21 (configuration not stated)	95.5	98.9	0.146	-2.4	6.4	-0.6	4.0	101.6	-0.8
Cn1c(=O)cc(SCC(=O)NCCCN2CCOCC2)c2ccccc21	102.2	104.5	0.825	-9.1	12.7	-5.8	9.0	104.0	-8.2
CCOC(=O)c1ccccc1NC(=O)c1cncc(Br)c1	101.1	88.5	-0.651	15.8	-4.2	-3.4	-6.0	89.8	-5.7
COc1ccc(N2CC(O)=C(c3nc4ccccc4s3)C2=N)c(OC)c1	86.2	102.9	-0.625	14.4	nt	-2.3	0.0	75.3	nt
CCOc1ccccc1OCCOc1ccccc1OC(C)C	98.0	95.7	-0.146	2.7	-25.5	3.9	-10.0	98.0	0.5
O=C1c2ccccc2C(=O)N1OCc1cccc(Cl)c1	94.0	100.9	-0.459	1.9	1.8	28.1	-1.0	82.9	-6.8
Cc1ccc(Cn2cc(/C=C/C(=O)O)c(-c3ccccc3)n2)cc1	89.5	100.3	0.459	-1.8	-12.0	-0.6	0.0	74.0	-7.9
O=C(CN1C(=O)C2C3C=CC(C3)C2C1=O)Nc1nc(-c2ccccn2)cs1 (configuration not stated)	67.4	78.3	-1.58	2.0	-3.3	-8.4	9.0	56.2	-4.0
COc1ccc2nc(SCc3cnc(C)nc3N)[nH]c2c1	93.9	97.6	-1.29	3.2	-17.6	-5.6	-3.0	98.5	-2.8
CCOC(=O)CN1CC23C=CC(O2)C(C(=O)NCc2ccccc2OC)C3C1=O (configuration not stated)	104.2	98.8	0.687	11.7	nt	-8.4	1.0	72.0	nt
O=C(Nc1cnn(Cc2c(Cl)cccc2Cl)c1)c1ccc([N+](=O)[O-])cc1	nt	nt	0.499	8.2	-8.0	18.2	1.0	nt	-7.0
CC(O)Cc1nsc(NC(=O)c2cccs2)n1 (configuration not stated)	97.3	98.2	-0.244	14.8	-6.2	23.9	-10.0	96.2	-1.7
COc1cc2c(cc1NC(=O)CN1CCN(S(=O)(=O)c3ccc(C)cc3)CC1)oc1ccccc12	nt	nt	1.16	12.5	-8.8	16.9	-11.0	nt	9.5
CCCCNC(=O)CCNC(=O)c1ccc(C(C)(C)C)cc1	107.2	102.9	0.429	6.7	6.2	-5.3	-10.0	102.1	-3.7
Cc1cc(C(F)(F)F)nn1CC(=O)Nc1ccc(Br)c2cccnc12	77.5	97.5	-0.196	nt	11.8	nt	nt	92.2	-10.5
N#Cc1cc(Oc2cccc3cccnc23)c(-n2nnc3ccccc32)cc1C#N	72.0	83.7	-0.0728	19.1	-1.7	1.2	-10.0	17.8*	-5.8
Cc1ccc(C)n1-c1ccc(C(=O)O)cc1	100.6	109.2	-1.15	14.7	-11.9	1.8	5.0	97.4	-2.0
S=C(Nc1cccc2ccccc12)N1CCN(c2ncccn2)CC1	nt	nt	-0.656	3.7	12.3	-3.9	0.0	nt	-2.5
Cc1nc(=O)c(-c2ccccc2)c(C)n1-c1ccc(S(N)(=O)=O)cc1	101.0	102.1	-0.501	4.6	4.4	-2.4	5.0	116.3	-2.4
Cc1ccc(O)c(C(=O)c2cnc3c(c2)CN(C)C(=O)N3)c1	nt	nt	0.436	5.1	-12.2	-9.7	2.0	nt	-7.6
CSc1nc2c(ccc3ccccc32)o1	81.0	100.7	0.0629	2.0	-9.5	2.2	-2.0	101.8	-7.3
Nc1nc(SCc2c(Cl)cccc2Cl)n[nH]1	78.2	89.3	-0.866	-10.1	-12.4	-0.5	14.0	93.1	-4.0
O=C(c1ccc(S(=O)(=O)N2CCC(c3nc4ccccc4[nH]3)CC2)cc1)N1CCOCC1	91.2	95.8	-0.279	0.0	nt	-0.3	0.0	94.8	nt

Random excerpt: three entries already listed.
SMILES	HUVEC inhibit	Lung fibro prol	DAT uptake mod	PostGolgi ctrl	S1P2 antag	PostGolgi yeast	Ecoli WT expand	H69AR growth 86K	S1P2 agonist
COc1cc2c(cc1NC(=O)CN1CCN(S(=O)(=O)c3ccc(C)cc3)CC1)oc1ccccc12	nt	nt	1.16	12.5	-8.8	16.9	-11.0	nt	9.5
Cc1ccc(O)c(C(=O)c2cnc3c(c2)CN(C)C(=O)N3)c1	nt	nt	0.436	5.1	-12.2	-9.7	2.0	nt	-7.6
S=C(Nc1cccc2ccccc12)N1CCN(c2ncccn2)CC1	nt	nt	-0.656	3.7	12.3	-3.9	0.0	nt	-2.5

Continued.
SMILES	HUVEC inhibit	Lung fibro prol	DAT uptake mod	PostGolgi ctrl	S1P2 antag	PostGolgi yeast	Ecoli WT expand	H69AR growth 86K	S1P2 agonist
CCOc1ccc(-c2cc(CCCC(=O)N3CCN(c4ccc(OC)cc4)CC3)no2)cc1	108.3	99.1	0.0497	6.8	8.1	3.7	-5.0	55.1	-5.3
COc1ccc(C(=O)N(Cc2nc(-c3ccc(C)cc3)no2)C2CCCCC2)cc1OC	81.7	94.2	0.567	21.6	12.2	4.9	2.0	85.9	-4.9
Cc1ccc(-n2c(C)nc3c(cnn3-c3ccccc3Cl)c2=O)cc1C	102.5	91.2	0.394	20.0	-24.6	8.0	8.0	72.2	1.2
CC1=C(C(=O)NCc2ccccn2)C2(CCC(C)CC2)OC1=O (configuration not stated)	103.7	93.4	nt	-5.3	10.4	-6.7	0.0	103.9	-2.1
COc1ccc(OC)c(NC(=O)C2CCN(S(C)(=O)=O)CC2)c1	112.6	106.1	-0.491	9.2	13.0	2.6	5.0	93.2	-3.0
CC(C)=CC(=O)OCC(=O)Nc1ccc(Cl)cn1	100.1	111.7	-0.939	9.2	5.6	-4.6	3.0	87.1	-3.9
COc1ccccc1N1CCN(C(c2cccs2)c2nnnn2C2CCCC2)CC1 (configuration not stated)	92.4	100.2	0.0508	17.2	2.6	1.8	-4.0	76.8	-11.3
Cc1nn(C(=O)N2CCOCC2)c(C)c1CN1C(=O)c2ccccc2C1=O	90.6	96.7	-0.237	nt	0.2	nt	nt	97.0	-2.9
CC(NS(C)(=O)=O)C(c1cccs1)N1CCN(c2ccccc2F)CC1 (configuration not stated)	89.8	108.2	0.147	nt	-7.5	nt	nt	95.2	-2.5
Cc1ccc(S(=O)c2ccc(C)cc2)cc1	96.8	106.6	-0.637	1.5	20.6	-5.8	-4.0	91.3	-0.7
COC(=O)Cn1cnc2sc(C)c(S(=O)(=O)N3CCC(C)CC3)c2c1=O	100.7	105.9	-0.442	-3.9	-9.8	6.1	4.0	104.3	-3.7
CC(C)CCN1CC(O)=C(c2nc3ccccc3[nH]2)C1=N	92.4	102.7	-0.32	24.0	-32.1	28.7	-7.0	70.4	-0.5
CCC(C)c1c(O)nc(SCC(=O)Nc2ccccc2)[nH]c1=O (configuration not stated)	90.9	96.2	0.00891	2.2	-11.8	1.6	-7.0	106.4	-2.1
O=C1CC(=O)C(n2cncn2)C(c2ccc(Cl)cc2)C1 (configuration not stated)	nt	nt	-0.66	4.2	8.3	-3.4	7.0	nt	-3.2
COc1cc(CNCCO)cc(Br)c1OCc1ccccc1Cl	nt	nt	nt	9.7	14.1	4.3	18.0	nt	-4.3

3 of the entries above in order of the S1P2 antag value, descending:
SMILES	DAT uptake mod	S1P2 antag	PostGolgi yeast	S1P2 agonist
COc1cc(CNCCO)cc(Br)c1OCc1ccccc1Cl	nt	14.1	4.3	-4.3
CC(C)=CC(=O)OCC(=O)Nc1ccc(Cl)cn1	-0.939	5.6	-4.6	-3.9
CC(C)CCN1CC(O)=C(c2nc3ccccc3[nH]2)C1=N	-0.32	-32.1	28.7	-0.5

More structures
SMILES	HUVEC inhibit	Lung fibro prol	DAT uptake mod	PostGolgi ctrl	S1P2 antag	PostGolgi yeast	Ecoli WT expand	H69AR growth 86K	S1P2 agonist
O=c1c2ccsc2ncn1Cc1ccccc1F	nt	nt	0.313	6.2	11.2	1.7	3.0	nt	-3.1
COc1ccc(OC)c(-n2c(-c3ccc(C)cc3)n[nH]c2=S)c1	99.6	100.0	1.02	4.6	16.0	-1.7	-10.0	86.4	-5.7
S=C(Nc1ccccc1)Nc1ccc(OCc2ccccc2)cc1	nt	nt	-1.35	-6.6	-9.6	-1.8	-2.0	nt	-0.9
COCCn1c(SCC(=O)Nc2cc(C)on2)nnc1-c1c[nH]c2ccccc12	100.1	94.7	-1.17	4.2	2.3	-4.0	6.0	82.7	-3.4
N#Cc1c(N)n[nH]c1CCCN	nt	nt	-0.353	2.2	10.3	-1.1	-1.0	nt	-2.7
O=C(NCCN1CCOCC1)c1cc(-c2ccc(Br)cc2)on1	91.9	92.4	-0.00456	4.9	20.6	4.9	12.0	89.9	1.1
CCc1nc2sc3ccccc3c(=O)c2c(=O)n1CCOC	nt	nt	0.655	-19.7	-4.5	-10.4	4.0	nt	-2.9
O=C(CN1CCN(Cc2ccccc2)CC1)N1CCCc2c1c(=O)oc1ccc(O)cc21	30.9	81.5	nt	4.3	4.4	2.6	-15.0	7.6*	-9.8
Cc1ccc(Cn2nc(C)c3cc(C(=O)OCC(N)=O)sc32)cc1	67.3	87.1	-1.68	-2.6	-8.6	-7.4	-8.0	85.5	-2.3
CC1=C(C(=O)OC(C)C)C(c2cccs2)N2C(=O)C(C)SC2=N1 (configuration not stated)	117.9	104.2	0.493	14.2	3.9	2.6	-4.0	109.3	-5.5
O=C(c1ccco1)N(c1ccccn1)c1ccccn1	100.1	104.9	-0.72	2.7	10.4	0.6	1.0	94.7	-6.5
C/C(=C\c1ccco1)C1Nc2cccc3cccc(c23)N1	76.8	91.7	0.071	5.4	7.5	17.4	-5.0	101.7	-4.2
COC(=O)C1=C(C)NC2=C(C(=O)CCC2)C1c1ccsc1 (configuration not stated)	99.9	107.4	0.366	2.5	21.7	6.8	-6.0	79.4	-2.5
Cc1cc(NS(=O)(=O)c2ccc(NC(=O)C(C)Oc3ccc4c(C)cc(=O)oc4c3)cc2)no1 (configuration not stated)	96.2	96.7	0.592	5.7	-9.8	-0.7	-1.0	101.4	-8.4
Cc1ccc(NC(=O)CSC2=Nc3ccccc3C3CC=NN23)c(C)c1 (configuration not stated)	nt	nt	0.195	0.2	-22.6	-3.7	-6.0	nt	7.9

As entered above:
Reading for COc1ccc(OC)c(-n2c(-c3ccc(C)cc3)n[nH]c2=S)c1 in PostGolgi ctrl: 4.6
Reading for O=c1c2ccsc2ncn1Cc1ccccc1F in S1P2 antag: 11.2
